IDE cell activ – human IDE activators in live cells, primary screen, fluorescence polarization, HEK cells, FAbeta-B substrate | hit rate 0.073% among 340,000 | activation, % at 5.96 µM | FAbeta-B cleavage; 0% vehicle, 100% cell-free pure enzyme wells;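 active = activation above the mean of all tested compounds plus 3 SD, set per screening campaign, cut at about 17% in these data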
GalR3 antag – GalR3 antagonists in HEK293 cells, primary screen, cell-based, fluorescence readout; HEK293 GalR3-CNG cAMP membrane potential fluorescence; galR3 body fused to GalR1 C-terminus; hit rate 0.44% among 360,000; Galanin receptor type 3 (Homo sapiens), O60755; AID 651719, 2012; inhibition, % at 3 µM;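 active = inhibition above the screen-wide average plus 3 SD, cut at about 13% in these data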;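 also: forskolin and galanin both at EC90 stimulate the cells; cAMP rise reported by CNG channel membrane potential dye signal; 0% = forskolin plus galanin with DMSO and 100% = forskolin alone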
CRFBP-R2 block – antagonists of CRF-BP/CRF-R2 complex, primary screen, cell-based, HEK293, calcium dye fluorescence, uHTS. CRF-induced calcium fluorescence. inhibition, % at 11.8 µM. hit rate 0.59% among 350,000;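 active = inhibition of the ligand-induced calcium signal above about 50% at the single tested concentration, limit read from the data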
p-CIP stab down – p/CIP-EGFP fusion destabilizers, primary screen, fluorescence, F442A cells; AID 1984, 2009; 16 h; hit rate 0.01% among 290,000; decrease of EGFP signal, % at 10 µM; Q05BA5;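 active = EGFP signal decrease of at least 30% at 10 µM or well 3 SD below plate mean, unless failing retest; inactive = the rest, including hits failing retest or dose response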; also: some compounds called inactive have numbers as strong as hits; many of its hits are not listed in these tables
VIM-2 inhibitor – VIM-2 metallo-beta-lactamase inhibitors, primary screen, biochemical, epi-absorbance readout, Pseudomonas aeruginosa enzyme | AID 1527, 2009 | hit rate 0.89% among 290,000 | purified VIM-2, nitrocefin hydrolysis, epi-absorbance fluorescence | inhibition, % at 5.6 µM;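 active = inhibition above the mean of all tested compounds plus 3 SD, cutoff set per screening run, cut at about 7.5% in these data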;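 also: red hydrolysis product quenches plate fluorescence so inhibitors raise well fluorescence; 0% = enzyme with DMSO and 100% = DMSO without enzyme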
IMP-1 inh – IMP-1 metallo-beta-lactamase inhibitors, primary screen, biochemical, epi-absorbance readout, Pseudomonas aeruginosa enzyme. purified IMP-1, nitrocefin hydrolysis, epi-absorbance fluorescence. AID 1556, 2009. inhibition, % at 5.6 µM. hit rate 0.45% among 290,000;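 active = inhibition above the mean plus 3 SD of all compounds in the same screening run, cut at about 4.5% in these data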;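 also: 0% = IMP-1 with DMSO and 100% = DMSO wells lacking enzyme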
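System – purified recombinant IMP-1 beta-lactamase · Input – IMP-1 dispensed at 0.2 nM · Timing – 15 min preincubation plus 25 min reaction at 25 °C · Signal – Epi-absorbance fluorescence, 480 nm excitation, 530 nm emission · Measure – percent IMP-1 inhibition derived from blank-referenced optical density · Controls – Enzyme-plus-DMSO low control, enzyme-free DMSO high control · Replication – singlicate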
SUMO HTRF inh – inhibitors of in vitro SUMOylation cascade, primary screen, biochemical, HTRF, uHTS | hit rate 0.36% among 290,000 | inhibition, % at 35 µM | SUMO-conjugating enzyme UBC9 (Homo sapiens), P63279 | HTRF SUMOylation assay, SAE1/SAE2 + UBC9; in the data active = inhibition above about 50%, passing the limit was not always enough; also: strong numbers were not always called active
NS3 helicase inh – inhibitors of HCV NS3 helicase, primary screen, biochemical, Cy5 molecular beacon fluorescence; inhibition, % at 10.9 µM; hit rate 0.56% among 290,000; NS3 helicase DNA unwinding; AID 1800, 2009;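 active = inhibition above the mean of all tested compounds plus 3 SD, set per campaign, cut at about 35% in these data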;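 also: 0% = DMSO wells and 100% = thioflavine S control wells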
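assay system = NS3 helicase fragment of HCV | buffer or medium = MOPS pH 6.5, MgCl2, DTT, Tween20, BSA | timing = 60 min unwinding reaction at 25 °C after ATP addition | signal = Cy5 beacon fluorescence read at start and 1 h | read-out basis = % inhibition of unwinding | control set = low DMSO, high thioflavine S at 110 µM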
IDE cell inh – human IDE inhibitors in live cells, primary screen, fluorescence polarization, HEK cells, FAbetaB substrate | inhibition, % at 5.59 µM | Insulin-degrading enzyme (Homo sapiens), P14735 | hit rate 0.41% among 320,000 | FAbetaB cleavage | AID 434962, 2010;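 active = percent inhibition above the average of all tested compounds plus 3 SD, set per screening campaign, cut at about 16% in these data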;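 also: IDE supplied by intact live HEK cells; FP after avidin binding of uncleaved biotin substrate so inhibition keeps polarization high; 0% = DMSO wells and 100% = 60 µM reference IDE inhibitor Ii1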
* = called active by the depositor; / = no result given. Compounds were not picked by outcome. Share with any hit: about 3.2%.

IDE cell activ	GalR3 antag	CRFBP-R2 block	p-CIP stab down	VIM-2 inhibitor	IMP-1 inh	SUMO HTRF inh	NS3 helicase inh	IDE cell inh	SMILES
2	-4	19	/	/	/	/	/	1	CCOC(=O)[C@@H]1[C@H]2COc3ccccc3[C@@H]2N2C(=O)N(c3ccc(F)cc3)C(=O)[C@]12C
6	0	3	-3	-5.2	-3.3	2	-8	/	COc1ccccc1NC(=O)NNC(=O)c1ccc2ccccc2c1O
6	-9	0	-3	-0.7	-4.5	1	5	7	CCCn1cnc2cc(NCc3ccccc3O)ccc21
1	2	12	4	-6.1	-3.1	-8	-18	-2	Cn1cc(CNC(=O)c2cc(-c3ccc(Br)cc3)nc3ccccc23)cn1
4	-13	-8	4	-2.7	-3.3	14	6	3	CCOc1ccc(/C=C/C(=O)NC2CCCCC2)cc1
3	-8	3	-7	-1.1	-3.5	13	1	-5	C/C(=C\c1ccc(Cl)cc1)C(=O)c1c(C)cc(C)[nH]c1=O
2	-2	-14	6	-6.0	-2.4	-6	3	-6	C=CCn1c(COc2ccccc2)nnc1SC(C)C(=O)N/N=C/c1cc(Cl)ccc1O (stereo unspecified)
1	-2	3	/	/	/	/	/	1	Cc1cc(C)n(CCCNC(=O)c2ccc(C)o2)n1
2	1	4	3	-0.9	-1.6	-7	3	1	O=C(c1ccc(CS(=O)c2cccc(Cl)c2)o1)N1CCCCCC1 (stereo unspecified)
0	-1	11	/	/	/	/	/	-7	CN(Cc1ccccc1Br)C(=O)CSc1nnnn1C1CC1

Compounds listed so far containing a furan ring, fused or not (2):
IDE cell activ	GalR3 antag	CRFBP-R2 block	p-CIP stab down	VIM-2 inhibitor	IMP-1 inh	SUMO HTRF inh	NS3 helicase inh	IDE cell inh	SMILES
1	-2	3	/	/	/	/	/	1	Cc1cc(C)n(CCCNC(=O)c2ccc(C)o2)n1
2	1	4	3	-0.9	-1.6	-7	3	1	O=C(c1ccc(CS(=O)c2cccc(Cl)c2)o1)N1CCCCCC1 (stereo unspecified)

Going on with the list:
IDE cell activ	GalR3 antag	CRFBP-R2 block	p-CIP stab down	VIM-2 inhibitor	IMP-1 inh	SUMO HTRF inh	NS3 helicase inh	IDE cell inh	SMILES
5	-6	14	-7	-3.1	-1.2	6	5	4	C/C(=N\OC(=O)c1ccccc1)c1c(C)nc2cc(C)ccn12
2	0	-5	-1	-1.6	-0.6	24	-20	-7	COC(=O)c1cc(NC(=O)CN(C)Cc2ccccc2)cc(C(=O)OC)c1
-1	0	2	5	-5.1	-3.3	5	1	8	COc1ccc(OC)c(S(=O)(=O)N2CCC(C(=O)Nc3cccc(C)c3)CC2)c1
0	-5	22	7	-2.8	-3.0	-7	5	0	O=C(Nc1nnc(C(F)(F)F)s1)c1ccc(N2C(=O)C3C4C=CC(C4)C3C2=O)cc1 (stereo unspecified)
0	6	1	-2	-2.6	-3.6	-4	17	4	COc1ccc(OC)c(C(=O)c2c(C)oc3cc([N+](=O)[O-])c(O)c([N+](=O)[O-])c23)c1
-1	0	-10	/	/	/	/	/	1	CCN(CC(=O)NC1CCS(=O)(=O)C1)S(=O)(=O)c1ccc(Br)cc1 (stereo unspecified)
6	/	3	-5	-0.8	-1.5	11	1	10	CCCN(Cc1cc2cccc(C)c2[nH]c1=O)S(C)(=O)=O
5	-7	-12	2	-0.8	-1.1	-9	-2	5	CCN(CC)Cc1c(C(=O)N/N=C/c2cccc3ccccc23)nnn1-c1nonc1N
4	1	-19	-17	-2.6	-2.8	19	3	0	Nc1cnccc1C(=O)O
1	4	20	/	/	/	/	/	11	O=C(Nc1cccc2ccccc12)NC1CCCCC1O (stereo unspecified)
1	-2	8	-16	-1.9	-5.4	12	1	-5	COc1cc(OC)cc(C(C)=O)c1
5	-4	21	-3	0.3	1.0	24	-12	-5	Cc1ccc2c(CC(=O)N3CCOCC3)coc2c1
0	-5	-2	-13	-2.3	-2.4	12	1	4	COc1ccc(-n2c(=O)c3ccccc3n(CC(=O)c3ccccc3)c2=O)cc1OC
1	1	-4	/	/	/	/	/	7	COC(=O)[C@@]12CCCN1[C@H](c1ccc(-c3ccc(C(C)=O)cc3)c(OC)c1)[C@H]1C(=O)N(C)C(=O)[C@H]12
3	-4	5	-18	-4.8	-1.8	11	1	3	Cn1ccnc1SCC(=O)Nc1cccc(S(=O)(=O)N2CCCCC2)c1
0	-3	-11	-3	-1.9	-0.7	16	-5	0	Cc1csc(NC(=O)c2cc3c(s2)-c2ccccc2OC3)n1
-5	-9	-3	0	-0.5	-2.8	10	12	1	CCCc1nnc(NC(=O)CCC(=O)N2CCC(C)CC2)s1
-2	-6	-26	-7	-1.2	-5.4	3	-2	-4	CCOC(=O)CSc1nnc([C@H](Cc2ccccc2)NC(=O)OC(C)(C)C)o1
3	0	8	/	-1.1	-2.1	/	-6	3	CC1=C(C(N)=O)C(c2ccc3c(c2)OCO3)n2nc(-c3cccc(C)c3)nc2N1 (stereo unspecified)
4	-9	-21	5	-1.0	-3.9	-16	-59	2	CC1CCC(C(C)C)C(OC(=O)Cn2c(-c3ccc(F)cc3)[n+](C)c3ccccc32)C1 (stereo unspecified)
3	1	-8	9	-1.0	-2.6	-8	-1	-3	CC(C(=O)c1ccccc1)n1c(N2CCOCC2)nc2c1c(=O)n(C)c(=O)n2C (stereo unspecified)
5	-2	10	-4	-1.0	-3.1	-2	-2	-3	O=C(NCc1ccncc1)C1COc2ccccc2O1 (stereo unspecified)
6	-5	10	-3	-1.1	-1.1	-1	3	8	COc1ccc(CC(=O)NNC(=O)c2ccc(SCc3cc(F)ccc3F)c([N+](=O)[O-])c2)cc1
0	-5	-3	5	-2.6	1.3	13	11	-2	Cc1nn(C)c(NC(=O)c2ccc(Cl)cc2)c1Cl
3	4	1	0	-3.1	-1.0	0	-8	-4	CC(=O)Nc1ccc(S(=O)(=O)NC(=O)C23CC4CC(CC(C4)C2)C3)cc1
-6	0	-2	-3	0.7	0.8	-10	-8	5	CCn1c(C(O)c2ccc3c(c2)OCO3)nc2ccccc21 (stereo unspecified)
-5	-5	0	1	-2.7	-1.5	15	16	-1	CC(=O)c1cccc(NC(=O)Cc2cccs2)c1
2	-8	4	/	/	/	/	/	-1	COc1ccc(C(=O)NC(=O)CSc2nc3nc(C)cc(C)n3n2)cc1
2	-6	0	0	-4.0	-5.8	0	23	-2	O=C(O)c1cc(NN=Nc2ccc(Br)cc2)cc([N+](=O)[O-])c1
6	-2	-12	-20	-3.1	-3.5	28	7	4	O=c1cc(-c2ccc(Br)cc2)[nH][nH]1
5	3	-3	/	/	/	/	/	8	O=C(Nc1ccc(Br)cc1Cl)c1ccc2c(=O)n3c(nc2c1)CCC3
0	-5	8	6	0.4	-0.7	-12	20	4	Clc1ccc(-c2cn3cc(Cl)ccc3n2)cc1
0	8	19	-1	0.3	-3.1	17	2	0	CCC(=O)c1cc2c(cc1NC(=O)C(C)C)OCCO2
-4	3	3	3	-1.4	-0.6	9	8	-1	COc1ccc(C(CNC(=O)c2cccnc2SC)N2CCOCC2)cc1 (stereo unspecified)
5	-3	-7	-15	-1.4	-1.8	9	0	1	CC1=CCC(C(=O)N/N=C/c2cccs2)C(c2ccc(F)cc2)C1 (stereo unspecified)
3	-1	-4	2	-0.1	-0.8	22	1	1	CCOc1ccc(NC2=NC(C)(C)N=C(N)N2)cc1
3	5	-4	-11	-2.2	-2.4	8	4	1	CCC(C(=O)NCCCN1CCOCC1)n1c2ccccc2c2nc(=O)cc(C)n21 (stereo unspecified)
3	-1	-2	6	0.3	-0.8	-9	5	-2	CCS(=O)(=O)N1Cc2ccccc2CC1C(=O)OCC(=O)Nc1ccc(C)cc1 (stereo unspecified)
/	-5	-20	-11	-4.0	-4.5	-2	-2	-3	CCOC(=O)N1CCN(C(=S)NC(=O)c2ccc(F)cc2)CC1
-4	-5	-5	-2	1.9	-3.8	1	7	-1	Cc1nc2ncccn2c1-c1csc(Nc2cccc(C(=O)O)c2)n1
-2	-2	-7	-3	-1.6	1.9	3	7	4	COc1ccc(OC)c(S(=O)(=O)N2CCN(c3ccccn3)CC2)c1
1	-7	5	3	-3.8	0.6	-10	-6	3	CC1CCCN(C(=O)COC(=O)Cc2ccc(Cl)cc2)C1 (stereo unspecified)
4	-2	4	/	/	/	/	/	4	CC[C@H](C)Cc1cn([C@@H](CCCN=C(N)N)C(=O)NCCCCCCCCCCC(=O)N2CCNCC2)nn1
2	-5	-3	/	/	/	/	/	2	O=C(COC(=O)CNC(=O)c1ccc(Cl)cc1Cl)NC1CCCCCCC1
6	-4	1	8	-2.4	-2.4	-4	-1	-3	CCS(=O)(=O)N1CCN(c2ccccc2)CC1
6	0	-4	-10	-5.1	-3.5	21	8	-3	O=C(N/N=C/c1cccs1)c1cc(C2CC2)nc2ccccc12
-2	1	-21	3	-3.3	-5.3	-4	-7	9	CCOC(=O)/C=C/C(=O)Nc1ccc(S(=O)(=O)Nc2c(C)cc(C)cc2C)cc1
3	-12	12	-7	-3.7	-3.6	-17	-18	/	Cc1[nH]c(-c2ccc(F)cc2)cc1C(=O)N1CCN(c2ccc(Cl)cc2)CC1

Screening results (PubChem)
